Compound activity from PubChem BioAssay.
KCNH2 WT inh – inhibitors of human wildtype KCNH2 potassium channel. 0.37% of 340,000 active. AID 720551. U2OS, BacMam KCNH2, thallium flux FluxOr; stronger effect = lower value. Q12809. activity change, % at 1.84 µM;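 active means maximum activity change below -70%; inconclusive means maximum activity change between -70% and -50%; inactive means maximum activity change above -50%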; further: on the % scale 0 is the no-effect control and ±100 the full control effect
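U2OS cells were transduced with wild-type KCNH2 virus (2.03 x 10^8 / mL) for 4 h at room temperature, then cultured overnight at 37 C. Thallium flux was read with FluxOr dye. Rate constants were normalized to DMSO controls.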
A-T KAP1 phos – potential ataxia-telangiectasia treatment; […] A-T fibroblasts, KAP-1 phosphorylation AlphaLISA; neocarzinostatin DNA damage 30 min before lysis; Potency, µM (top dose mostly 57.5 µM), without a hit: at the top dose activation, actives largely listed as activators; 0.19% of 320,000 active; further: potency means the concentration at half of the fitted maximal effect; % of control where 0% means no effect; nearly all actives have a fitted effect of over 45% in size
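ATM-like activity read as KAP-1 phosphorylation via AlphaLISA donor/acceptor antibody pairs after lysis and 6 hr at 25C. Cells were ATM-null patient fibroblasts ([…], hTERT), dosed 60 min, then exposed to the DSB inducer NCS for 30 min.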
GALK inhibitor – galactokinase (human) inhibition; AID 1868; Potency, µM (titrated, usually from 57.5 µM), without a hit: top-dose activity change, negative = inhibition, usual class: inhibitors; Purified GALK, Kinase-Glo residual ATP luminescence; 0.007% of 270,000 active; P51570; further: potency means the concentration at half of the fitted maximal effect; on the % scale 0 is the no-effect control and ±100 the full control effect
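Galactose (100 uM) and ATP (35 uM) were turned over by 5 nM GALK for 1 h at RT. Kinase-Glo Plus then converted the remaining ATP into a luminescent signal.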
TRPV1 ag – agonists of human vanilloid receptor 1 (TRPV1) | activation, % at 8.33 µM | Q8NER1 | TRPV1-expressing cells, Fluo-8 calcium influx, agonist mode | AID 540275 | 0.19% of 320,000 active; in the data active means activation above about 80%; inconclusive means between about 30% and that limit; further: 0% is about no effect
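Fluo-8 calcium influx in TRPV1-expressing cells, kinetic read (ex 480/em 520 nm). Compound added and read 3 min for agonist activity, followed by capsaicin at EC20 final and 2 min further read for enhancement.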
MLL CXXC-DNA inh – blocks binding of human MLL CXXC domain to DNA; AID 2662; MLL-CXXC / FITC-HOXA9 DNA fluorescence polarization; Q03164; Potency, µM (doses to about 115 µM), inactives show at the top dose activity change, negative = inhibition, hits mostly inhibitors; 0.037% of 290,000 active; active means well fitted inhibition curve with a large enough effect in the polarisation, with a control signal flat, not every such curve was filed as active; inconclusive means small, poorly fitted or top-dose-only effect, or effect the other way, or a change in a side signal; inactive means no such curve, though single readings can be large or run the other way; the % refers to the polarisation; further: potency means the concentration at half of the fitted maximal effect
Target sequence (Q03164 whole entry, looked up, the tested form may be a part): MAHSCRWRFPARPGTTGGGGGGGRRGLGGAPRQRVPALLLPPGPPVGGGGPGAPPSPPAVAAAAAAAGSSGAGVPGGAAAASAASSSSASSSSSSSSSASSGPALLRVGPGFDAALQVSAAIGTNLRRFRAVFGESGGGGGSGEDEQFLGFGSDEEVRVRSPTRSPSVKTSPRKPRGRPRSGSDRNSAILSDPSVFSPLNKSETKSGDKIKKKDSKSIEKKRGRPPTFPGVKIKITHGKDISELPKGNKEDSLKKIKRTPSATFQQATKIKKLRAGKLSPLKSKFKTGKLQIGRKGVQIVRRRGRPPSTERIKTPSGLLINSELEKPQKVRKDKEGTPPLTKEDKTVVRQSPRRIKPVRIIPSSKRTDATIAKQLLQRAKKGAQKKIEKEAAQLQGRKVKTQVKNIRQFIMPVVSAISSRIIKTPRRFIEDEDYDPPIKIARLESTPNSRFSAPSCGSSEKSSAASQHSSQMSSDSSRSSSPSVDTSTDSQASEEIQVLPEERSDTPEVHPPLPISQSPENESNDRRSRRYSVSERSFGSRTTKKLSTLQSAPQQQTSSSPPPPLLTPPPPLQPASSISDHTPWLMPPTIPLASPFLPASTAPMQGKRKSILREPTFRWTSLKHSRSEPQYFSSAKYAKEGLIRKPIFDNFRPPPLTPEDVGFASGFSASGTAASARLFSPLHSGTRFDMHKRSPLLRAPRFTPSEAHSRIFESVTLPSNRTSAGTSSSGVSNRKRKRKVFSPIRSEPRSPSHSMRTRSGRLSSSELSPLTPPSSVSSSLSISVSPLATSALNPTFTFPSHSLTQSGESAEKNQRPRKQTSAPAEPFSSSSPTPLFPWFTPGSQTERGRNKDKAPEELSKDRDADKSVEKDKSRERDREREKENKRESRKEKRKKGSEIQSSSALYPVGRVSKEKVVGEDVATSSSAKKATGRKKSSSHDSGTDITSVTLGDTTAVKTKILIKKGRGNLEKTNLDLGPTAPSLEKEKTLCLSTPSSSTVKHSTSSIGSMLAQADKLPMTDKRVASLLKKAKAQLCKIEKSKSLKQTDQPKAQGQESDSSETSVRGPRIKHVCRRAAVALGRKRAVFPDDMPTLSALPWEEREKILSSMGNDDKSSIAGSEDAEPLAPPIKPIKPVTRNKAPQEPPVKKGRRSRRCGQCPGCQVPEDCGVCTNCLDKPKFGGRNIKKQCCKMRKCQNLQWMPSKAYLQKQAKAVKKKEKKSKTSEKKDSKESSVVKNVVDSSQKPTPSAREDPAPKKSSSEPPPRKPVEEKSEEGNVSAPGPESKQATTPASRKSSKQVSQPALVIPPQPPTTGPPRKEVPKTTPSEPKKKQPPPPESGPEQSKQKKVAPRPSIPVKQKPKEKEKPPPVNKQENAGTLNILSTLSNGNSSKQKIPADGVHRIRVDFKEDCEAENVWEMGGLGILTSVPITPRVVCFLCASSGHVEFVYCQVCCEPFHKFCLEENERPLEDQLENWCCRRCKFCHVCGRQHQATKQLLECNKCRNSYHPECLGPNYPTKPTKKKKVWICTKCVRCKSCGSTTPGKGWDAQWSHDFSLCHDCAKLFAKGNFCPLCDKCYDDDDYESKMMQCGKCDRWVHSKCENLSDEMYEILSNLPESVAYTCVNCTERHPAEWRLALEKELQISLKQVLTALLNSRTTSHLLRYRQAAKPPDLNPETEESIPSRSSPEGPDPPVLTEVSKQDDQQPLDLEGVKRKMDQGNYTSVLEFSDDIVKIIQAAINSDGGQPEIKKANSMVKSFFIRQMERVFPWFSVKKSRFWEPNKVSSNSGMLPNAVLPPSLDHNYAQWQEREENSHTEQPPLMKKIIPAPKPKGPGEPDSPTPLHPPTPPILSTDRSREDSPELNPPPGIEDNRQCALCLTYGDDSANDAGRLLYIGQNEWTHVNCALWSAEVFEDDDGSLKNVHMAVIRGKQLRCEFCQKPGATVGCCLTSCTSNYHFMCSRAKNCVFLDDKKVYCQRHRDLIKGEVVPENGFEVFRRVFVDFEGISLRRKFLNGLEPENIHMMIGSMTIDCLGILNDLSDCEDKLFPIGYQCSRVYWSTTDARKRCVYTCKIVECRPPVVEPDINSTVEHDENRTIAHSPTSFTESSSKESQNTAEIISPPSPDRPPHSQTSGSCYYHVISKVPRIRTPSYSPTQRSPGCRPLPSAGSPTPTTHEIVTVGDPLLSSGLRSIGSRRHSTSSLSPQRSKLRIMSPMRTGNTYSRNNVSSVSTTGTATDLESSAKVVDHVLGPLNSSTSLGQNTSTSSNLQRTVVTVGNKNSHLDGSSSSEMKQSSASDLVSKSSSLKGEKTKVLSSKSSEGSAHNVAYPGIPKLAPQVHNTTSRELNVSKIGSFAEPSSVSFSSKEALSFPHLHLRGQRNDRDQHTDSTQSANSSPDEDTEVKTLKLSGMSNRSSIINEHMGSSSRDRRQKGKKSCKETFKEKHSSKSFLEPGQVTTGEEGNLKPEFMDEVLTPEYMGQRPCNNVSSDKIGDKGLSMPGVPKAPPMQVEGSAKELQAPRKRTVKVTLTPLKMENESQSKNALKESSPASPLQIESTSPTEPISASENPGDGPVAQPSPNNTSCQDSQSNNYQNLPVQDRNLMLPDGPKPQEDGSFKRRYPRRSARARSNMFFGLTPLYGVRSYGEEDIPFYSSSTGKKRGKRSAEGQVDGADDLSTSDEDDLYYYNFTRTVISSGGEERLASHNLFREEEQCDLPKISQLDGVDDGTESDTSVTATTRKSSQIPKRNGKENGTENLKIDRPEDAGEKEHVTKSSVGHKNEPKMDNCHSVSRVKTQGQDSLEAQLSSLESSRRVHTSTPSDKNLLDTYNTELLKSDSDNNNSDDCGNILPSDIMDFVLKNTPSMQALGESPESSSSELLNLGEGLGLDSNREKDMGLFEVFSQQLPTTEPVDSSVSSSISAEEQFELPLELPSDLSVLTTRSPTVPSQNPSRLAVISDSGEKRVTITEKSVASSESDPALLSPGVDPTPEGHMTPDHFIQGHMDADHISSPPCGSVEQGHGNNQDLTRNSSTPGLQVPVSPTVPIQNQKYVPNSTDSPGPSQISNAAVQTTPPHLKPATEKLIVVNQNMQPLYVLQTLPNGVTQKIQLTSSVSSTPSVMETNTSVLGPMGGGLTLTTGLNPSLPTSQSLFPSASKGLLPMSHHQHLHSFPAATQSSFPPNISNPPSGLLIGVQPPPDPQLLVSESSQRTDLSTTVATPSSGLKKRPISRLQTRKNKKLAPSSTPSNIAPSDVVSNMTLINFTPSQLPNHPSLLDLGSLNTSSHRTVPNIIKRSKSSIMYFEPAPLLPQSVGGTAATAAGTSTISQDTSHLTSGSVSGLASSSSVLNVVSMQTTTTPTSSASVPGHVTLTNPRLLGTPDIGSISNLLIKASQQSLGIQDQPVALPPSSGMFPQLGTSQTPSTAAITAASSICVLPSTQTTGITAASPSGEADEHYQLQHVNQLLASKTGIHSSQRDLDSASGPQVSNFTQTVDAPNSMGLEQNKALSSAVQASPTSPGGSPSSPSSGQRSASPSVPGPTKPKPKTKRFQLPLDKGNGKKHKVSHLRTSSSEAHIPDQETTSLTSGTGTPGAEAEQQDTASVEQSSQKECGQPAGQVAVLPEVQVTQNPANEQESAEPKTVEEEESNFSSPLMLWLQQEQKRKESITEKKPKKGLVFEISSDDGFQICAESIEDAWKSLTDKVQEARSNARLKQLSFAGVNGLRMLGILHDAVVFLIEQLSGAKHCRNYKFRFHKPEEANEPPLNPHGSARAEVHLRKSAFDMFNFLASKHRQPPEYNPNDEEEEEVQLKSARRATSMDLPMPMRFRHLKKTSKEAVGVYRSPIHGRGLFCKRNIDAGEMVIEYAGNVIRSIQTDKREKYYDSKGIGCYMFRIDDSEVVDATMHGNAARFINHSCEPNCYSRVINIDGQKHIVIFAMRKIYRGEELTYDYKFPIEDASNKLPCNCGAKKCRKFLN
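Steps: dispense CXXC domain solution (7 uM) → pin compounds or unlabeled HOX-A9 DNA control → 5 min ambient → add FLSN-HOX-A9 solution (50 nM) → spin → 30 min ambient → fluorescence polarization. Tris pH 7.5/NaCl/DTT/BSA buffer.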
MBNL1 CUG block – blocks human MBNL1 binding to CUG repeat RNA; Potency, µM (titrated, usually from 57.5 µM), inactives show at the highest dose activity change, negative = inhibition, actives largely listed as inhibitors; AID 2675; 0.036% of 280,000 active; TR-FRET MBNL1-His/biotin-(CUG)12 binding, 665/545 ratio; Q9NR56; active means well fitted inhibition curve with a large enough effect in the signal ratio, with a control signal flat, not every such curve was filed as active; inconclusive means small, poorly fitted or top-dose-only effect, or effect the other way, or a change in a side signal; inactive means no such curve, though single readings can be large or run the other way; the % refers to the signal ratio; further: potency means the concentration at half of the fitted maximal effect; on the % scale 0 is the no-effect control and ±100 the full control effect
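Inhibition of protein-RNA binding appears as loss of TR-FRET between terbium anti-His antibody on MBNL1-His and streptavidin-XL665 on biotin-(CUG)12. Activity is normalized to buffer-only and uninhibited-complex controls.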
Coupling enz – coupling enzyme interference in Giardia aldolase counter-screen; coupling enzyme system counterscreen, AmpLite Red fluorescence; 0.67% of 290,000 active; activity change, negative = inhibition, % at 58.2 µM, hits read low; in the data active means activity change below about -30%; further: on the % scale 0 is the no-effect control and ±100 the full control effect
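Coupling enzymes only (glyceraldehyde-3-phosphate) + compound, at 57.5 uM final, 10 min RT; add substrate/coupling/AmpLite Red mix, 20 min RT; fluorescence ex 525/em 598 nm. Actives flag coupling-system interference.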
a7 integrin act – integrin-mediated muscular dystrophy alleviation activation; alpha7betagal myoblasts, beta-gal FDG fluorescence, 48 h; Potency, µM (series often up to 38.3 µM), for inactives: at the top dose activation, actives largely listed as activators; 0.064% of 350,000 active; AID 624291;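 further: potency means the concentration at half of the fitted maximal effect; 100% = response of the positive control SU9516; nearly all actives have a fitted effect of over 60% in size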
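alpha7betagal+/- myoblasts (passage 13, 250/well) treated 48 h at 37C with compounds at 1:260 dilution of DMSO stock. Lysed, then beta-galactosidase activity read as FDG fluorescence (ex 480/em 540) after 30 min, with pre-read for autofluorescence.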
S-ASM inh – blocks human secretory acid sphingomyelinase; placental ASM, HMU-PC fluorogenic substrate, 60 min; 0.006% of 340,000 active; P17405; Potency, µM (doses to about 57.5 µM), for the others: top-dose activity change, negative = inhibition, hits mostly inhibitors; AID 504937; further: potency means the concentration at half of the fitted maximal effect
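Fluorogenic HMU-PC substrate (9 uM final) is turned over by placental ASM in 60 min at 37 C after a 10 min compound preincubation. Reaction ended by alkaline stop (pH 10), with fluorescence read at 386/447 nm.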
KCNH2 3.1 block – inhibitors of human KCNH2 3.1 potassium channel isoform | U2OS KCNH2 3.1, thallium flux FluxOr; stronger effect = lower value | activity change, % (tested at about 1.8 µM) | 0.95% of 340,000 active | AID 720553;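 active means maximum activity change below -70%; inconclusive means maximum activity change from -70% to -50%; inactive means maximum activity change above -50%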;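 further: thallium influx rate constant from kinetic fluorescence after stimulation buffer; on the % scale 0 is the no-effect control and ±100 the full control effect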
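Kinetic fluorescence (2 min after stimulation buffer) measures Tl+ influx through KCNH2 3.1 expressed by viral transduction in U2OS cells; the rate constant is normalized against DMSO controls serving as positive and negative references.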
An asterisk follows results filed as active; i = inactive; ? = inconclusive; . = not tested or not shown; [ ] = dose if it differs, or a comment. Unless noted, the call rests on the fitted dose curve; in most records, active means well fitted curve in the direction sought with a large enough effect; inconclusive means small, poorly fitted or top-dose-only effect, or another doubt; inactive means no such curve, though single readings can be large; an effect the other way counts as inactive or inconclusive.

SMILES | KCNH2 WT inh | A-T KAP1 phos | GALK inhibitor | TRPV1 ag | MLL CXXC-DNA inh | MBNL1 CUG block | Coupling enz | a7 integrin act | S-ASM inh | KCNH2 3.1 block
Cc1ccc2oc(=O)cc(CN3CC(C)OC(C)C3)c2c1 (stereo not given) | -15 | -2% | 9% | 3 | 2% | -2% | 3 | -23% | 3% | 12
CCOC(=O)c1ccc(NC(=O)c2cn(-c3ccccc3)nc2-c2ccncc2)cc1 | 21 | 3% | -2% | 3 | -3% | ? | -3 | -38% | -22% | -18
COc1ccc(CNC(=O)C[C@H]2C(=O)N(c3ccccc3)C[C@@H]2Cc2ccccc2)cc1 | 4 | -1% | . | ? | -6% | 3% | 1 | -10% | 1% | -20
COc1cc(-c2[nH]ncc2CN2CCN(Cc3cccs3)CC2)cc(OC)c1OC | 18 | -5% | 6% | 0 | 7% | -2% | 1 | -21% | -1% | -22
Cn1c(N2CCOCC2)nc2c1c(=O)n(Cc1ccc(Cl)c(Cl)c1)c(=O)n2C | 1 | -8% | -2% | -1 | 1% | 7% | 0 | -8% | -10% | 3
COc1cccc(-n2cnnc2SCC(=O)NC2CC2)c1 | 1 | 1% | . | 0 | . | . | . | -13% | 0% | -25
COc1ccc(N=Cc2cccc(C)c2O)cc1Cl | 10 | -2% | 1% | -5 | 7% | ? | 0 | ? | -4% | 14
CC(C)C(=O)Nc1cccc(NC(=S)NC(=O)c2ccc3c(c2)OCO3)c1 | -5 | 19% | -1% | 2 | 14% | 3% | . | 7% | -3% | .
Cc1[nH]c2ccccc2c1/C=N/NC(=O)CCC(=O)Nc1ccccc1 | -8 | 6% | 12% | 1 | 31%[activator] | 10% | -8 | 9% | -1% | 0
COc1ccc(NC(=O)COC(=O)c2ccc(N3CCCC3=O)cc2)cc1OC | -2 | 5% | 1% | 1 | -9% | -2% | 1 | 22% | 2% | -1
COCCn1c(SCC(=O)Nc2ccccc2OC)nc2ccccc21 | 2 | 31% | -8% | 11 | -5% | -7% | -1 | -8% | 5% | 13
COc1ccc(C)cc1S(=O)(=O)N(CC(=O)O)c1ccccc1 | 9 | -3% | -4% | -1 | 0% | -1% | 2 | 0% | -3% | -4

The closing 2 records of the part above open the next one.
SMILES | KCNH2 WT inh | A-T KAP1 phos | GALK inhibitor | TRPV1 ag | MLL CXXC-DNA inh | MBNL1 CUG block | Coupling enz | a7 integrin act | S-ASM inh | KCNH2 3.1 block
COCCn1c(SCC(=O)Nc2ccccc2OC)nc2ccccc21 | 2 | 31% | -8% | 11 | -5% | -7% | -1 | -8% | 5% | 13
COc1ccc(C)cc1S(=O)(=O)N(CC(=O)O)c1ccccc1 | 9 | -3% | -4% | -1 | 0% | -1% | 2 | 0% | -3% | -4
CCN(Cc1ccccc1)C(c1ccc(C(F)(F)F)cc1)c1nnnn1C(C)(C)C (stereo not given) | -2 | . | . | . | . | . | . | 7% | 2% | -23
CCOC(=O)c1[nH]c(C)c(C(=O)N(C)C)c1C | 1 | . | 0% | -3 | 0% | -9% | 4 | -48%[inhibitor] | -3% | -23
CCOc1ccc(N(CC(=O)Nc2cc(C)ccc2C)S(=O)(=O)c2c(C)[nH]c(=O)[nH]c2=O)cc1 | -6 | 28µM* | -2% | 1 | 7% | 0% | 5 | 24% | -1% | 19
COCCNC(=O)C(=O)NNC(=O)c1ccccc1OC | -8 | 0% | 0% | 0 | 12% | -8% | 0 | -7% | 0% | 1
CCC/C(O)=C1\C(=O)CCCC1=NCCc1c(C)[nH]c2ccc(OC)cc12 | -1 | -1% | -2% | 0 | 0% | -4% | 0 | -10% | 2% | 9
O=C(NCC(c1ccco1)N1CCc2ccccc2C1)c1cccc(Br)c1 (stereo not given) | -5 | 3% | . | 23 | . | . | . | 24% | -2% | 6
O=[N+]([O-])c1ccc(C(O)CN=Cc2ccc(O)cc2O)cc1 (stereo not given) | -7 | 0% | 4% | 2 | -9% | 13% | 0 | -17% | -4% | 2
COc1ccc(N(C(=O)C2CCCCC2)C2C=CS(=O)(=O)C2)c(OC)c1 (stereo not given) | 2 | 3% | 0% | -7 | -2% | 3% | -3 | -26% | -1% | -3
COc1ccc(C)cc1S(=O)(=O)NNc1nc(C)cc(C)n1 | 1 | 2% | . | . | . | . | . | -9% | -4% | 15
CC[C@@H]1[C@H]2CCCC(=O)N3CC[C@@H](C[C@@H]1Nc1ccccc1)[C@@H]23 | 3 | 0% | . | 4 | 4% | 0% | 3 | -7% | 0% | -6
O=CN1CCN(C2CC(=O)N(c3ccc(Br)cc3)C2=O)CC1 (stereo not given) | 3 | ? | 2% | -3 | 5% | -1% | 4 | 6% | 3% | 0
CCn1nc(C)c(CNC(=O)c2ccc(OC3CCN(Cc4ccccn4)CC3)cc2)c1C | -16 | 1% | -4% | 2 | 12% | 1% | . | -48%[inhibitor] | 1% | -5
Cn1cccc1/C=C1\SC(=S)N(CC(=O)O)C1=O | -6 | -13% | -2% | -3 | ? | ? | 14 | 4% | -9% | 4
CC[C@]12c3[nH]c4cc(CCC(=O)N(C)C)ccc4c3CCN1C(=O)[C@@H](CC(=O)NCCN1CCOCC1)C[C@@H]2C(=O)N1CCN(C(=O)c2ccco2)CC1 | -6 | 11% | . | . | . | . | . | 0% | -1% | 2
CCN(CC)CCCN(C(=O)c1cccc(C)c1)c1nc(-c2ccc(OC)cc2)cs1 | -81* | -1% | 5% | 5 | ? | 1% | 0 | -62%[inhibitor] | 0% | -73*
CC(=O)Nc1cccc(NC(=O)c2csc(C)c2)c1 | 0 | 1% | 4% | 1 | -5% | -6% | . | 6% | 0% | 16
CC(C)C(=O)Nc1nnc(S(=O)(=O)N(C)c2ccc(Cl)cc2)s1 | 5 | 3% | 4% | 3 | 11% | 1% | 1 | -20% | -1% | 2
COc1ccc(C2CC(c3ccccc3)=NN2c2ccccc2)c(C(=O)O)c1OC (stereo not given) | -18 | ? | 2% | 1 | 1% | 8% | 0 | 13% | i | -15
CCCNC(=O)c1oc2ccc3c(c2c1C)C=CC(C)(C)O3 | 2 | 2% | . | ? | 6% | 15% | 0 | -3% | 6% | -10
Cc1ccc(S(=O)(=O)N2CCN(CCNC(=O)C(=O)Nc3ccc(F)cc3)CC2)cc1 | 5 | 6% | 2% | 0 | 3% | -3% | -1 | -22% | -2%[11.5 µM] | 0
NC(=O)CC(NC(=O)c1cccc(Br)c1)c1ccc(NCC2CC2)c([N+](=O)[O-])c1 (stereo not given) | -4 | 10% | . | 2 | 0% | 13% | 2 | -6% | -1% | -34
CCOc1ccc(S(=O)(=O)NCCC(=O)NCC(c2ccccc2OC)N2CCCC2)cc1 (stereo not given) | 14 | 14% | -3% | 4 | 2% | -3% | . | -4% | -1% | 2
CC1CCN(S(=O)(=O)c2ccc3nc(-c4ccccn4)cc(C(=O)NCCN(C)Cc4ccccc4)c3c2)CC1 | 16 | -3% | 0% | 0 | 1% | -3% | -1 | 10% | -2% | -28
Cc1ccc(C)c(S(=O)(=O)N2CCCOC2CNC(=O)C(=O)NCc2ccncc2)c1 (stereo not given) | -12 | 1% | -2% | -1 | 5% | . | -1 | 29% | -2% | 15
O=C(O)CC(NNC(=O)c1ccccc1)C(=O)Nc1ccc([N+](=O)[O-])cc1 (stereo not given) | 2 | 11% | . | 9 | -1% | ? | 4 | ? | 0% | -4
NC1=NC2CS(=O)(=O)CC2S1 (stereo not given) | 12 | 0% | 0% | 9 | -1% | -9% | 0 | 18% | 7% | -2
Cc1cc(C(=O)NCc2ccc(F)cc2)n(-c2ccccc2)n1 | 7 | -7% | 0% | 4 | 0% | -12% | -1 | -2% | 3% | -4
COC(=O)c1c(NC(=O)c2c(Cl)cnn2C)sc(C)c1C | . | 2% | 5% | 0 | -3% | 4% | 1 | 22% | 143% | -12

Part of the list above, as tab-separated lines.
compound	KCNH2 WT inh	A-T KAP1 phos	GALK inhibitor	TRPV1 ag	MLL CXXC-DNA inh	MBNL1 CUG block	Coupling enz	a7 integrin act	S-ASM inh	KCNH2 3.1 block
NC1=NC2CS(=O)(=O)CC2S1 (stereo not given)	12	0%	0%	9	-1%	-9%	0	18%	7%	-2
Cc1cc(C(=O)NCc2ccc(F)cc2)n(-c2ccccc2)n1	7	-7%	0%	4	0%	-12%	-1	-2%	3%	-4
COC(=O)c1c(NC(=O)c2c(Cl)cnn2C)sc(C)c1C	.	2%	5%	0	-3%	4%	1	22%	143%	-12
